PPC-1+TRAIL kill = kills PPC-1 cancer cells in the presence of TRAIL; PPC-1 cells + TRAIL, ATPLite viability luminescence; cell killing (% activity), % at 4 µM; 0.41% of 220,000 active; AID 1443;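 active = cell killing above 50% in the first pass at 4 µM, then a duplicate retest at 5 µM averaging 50% or more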;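 note: plate controls were cells with TRAIL plus DMSO for no effect and medium-only wells lacking cells for full effect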
Tb hexokinase = blocks Trypanosoma brucei hexokinase 1 activity. recombinant TbHK1, G6PDH-coupled NADH A340. AID 1430. 0.11% of 220,000 active. inhibition, % at 10 µM;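 active = inhibition of 50% or more in the single-dose primary screen; inactive = inhibition below 50%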
TRPML3 agonist = human mucolipin-3 channel agonism; Q8TDD5; HEK293 TRPML3-YFP, Fluo-8 calcium fluorescence; 100% = the carbachol control signal; activation, % at 3 µM; 0.29% of 220,000 active;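 active = activation above its plate's cutoff, the mean activation of the plate's test wells plus 3 SD, cut at about 12% in these data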;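 note: 0% = DMSO only wells and 100% = carbachol wells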
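Material: TRPML3-YFP stable HEK293 cells | Dosing: One concentration, 3 µM nominal, 0.3% DMSO | Timing: 125 s total fluorescence read per well | Technique: Fluo-8 calcium dye fluorescence, ex 470-495, em 515-575 nm | Measure: Percent activation from peak-to-basal fluorescence ratio, scaled between DMSO and carbachol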
Furin inhibitor = inhibitors of human furin; 0.061% of 220,000 active; inhibition, % at 30 µM; purified furin, fluorogenic substrate cleavage; AID 463115; P09958; in the data active = inhibition above about 25%; note: inactives centre near -15
thrombin 1536 = thrombin (human) inhibition; inhibition, % at 5 µM; 0.26% of 220,000 active; alpha-thrombin, Boc-VPR-AMC fluorogenic substrate cleavage;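 active = inhibition at or above 40%; inactive = inhibition below 40%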;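 note: 0% = enzyme with no compound and 100% = wells without enzyme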
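Assay system: human alpha-thrombin enzyme. Reagent: Boc-VPR-AMC substrate, 15 µM final. Compound dosing: one concentration per compound, 5 µM, with 0.2% DMSO. Incubation: room-temperature reaction. Technique: AMC fluorescence, 355/460 nm. Measure: % inhibition relative to enzyme controls and enzyme-free blanks.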
m-calpain inh = inhibitors of pig calpain II | purified calpain II, fluorogenic peptide substrate, 30 min | inhibition, % at 16 µM | 0.37% of 220,000 active;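 active = inhibition above about 50%, limit read from the data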
EBV gp42 inh = EBV gp42 inhibition | Q1HVG2 | Fluorescence polarization binding assay, mP read-out | inhibition, % (tested at 21.74 µM) | 0.42% of 220,000 active | AID 1085; in the data active = inhibition above about 50%
zfTRPN1 agonist = agonists of zebrafish TRPN1 channel; HEK293 zebrafish TRPN1-YFP, Fluo-8 calcium fluorescence; 100% = response to 87 µM carbachol; activation, % at 3 µM; 0.18% of 220,000 active; AID 1424;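 active = activation above its plate's cutoff, the mean activation of test wells on that plate plus 3 SD, cut at about 19% in these data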;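 note: 0% = DMSO alone and 100% = 87 µM carbachol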
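Material – zebrafish TRPN1-YFP in HEK293 cells · Doses – 3 µM single point · Schedule – dye 1 h 37 °C plus 30 min RT · Signal – Fluo-8 calcium fluorescence, excitation 470-495 nm, emission 515-575 nm · Read-out – % activation versus carbachol response · Control set – carbachol high, DMSO low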
Cl transport mod = KCC2 (human) Cl- transport modulation | Q9H2X9 | KCC2 cells, thallium flux FluoZin-2 fluorescence | B-score of Tl+ flux slope (higher = more flux/activation; lower = inhibition) at 10 µM | 2.2% of 190,000 active | AID 1456;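 active = thallium flux slope and its plate-corrected score both differing from the plate sample mean at a set confidence after two filtering rounds, in either direction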;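 note: slope of fluorescence scaled to starting intensity during 10 to 20 s after thallium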
Target sequence (Q9H2X9 whole entry, looked up): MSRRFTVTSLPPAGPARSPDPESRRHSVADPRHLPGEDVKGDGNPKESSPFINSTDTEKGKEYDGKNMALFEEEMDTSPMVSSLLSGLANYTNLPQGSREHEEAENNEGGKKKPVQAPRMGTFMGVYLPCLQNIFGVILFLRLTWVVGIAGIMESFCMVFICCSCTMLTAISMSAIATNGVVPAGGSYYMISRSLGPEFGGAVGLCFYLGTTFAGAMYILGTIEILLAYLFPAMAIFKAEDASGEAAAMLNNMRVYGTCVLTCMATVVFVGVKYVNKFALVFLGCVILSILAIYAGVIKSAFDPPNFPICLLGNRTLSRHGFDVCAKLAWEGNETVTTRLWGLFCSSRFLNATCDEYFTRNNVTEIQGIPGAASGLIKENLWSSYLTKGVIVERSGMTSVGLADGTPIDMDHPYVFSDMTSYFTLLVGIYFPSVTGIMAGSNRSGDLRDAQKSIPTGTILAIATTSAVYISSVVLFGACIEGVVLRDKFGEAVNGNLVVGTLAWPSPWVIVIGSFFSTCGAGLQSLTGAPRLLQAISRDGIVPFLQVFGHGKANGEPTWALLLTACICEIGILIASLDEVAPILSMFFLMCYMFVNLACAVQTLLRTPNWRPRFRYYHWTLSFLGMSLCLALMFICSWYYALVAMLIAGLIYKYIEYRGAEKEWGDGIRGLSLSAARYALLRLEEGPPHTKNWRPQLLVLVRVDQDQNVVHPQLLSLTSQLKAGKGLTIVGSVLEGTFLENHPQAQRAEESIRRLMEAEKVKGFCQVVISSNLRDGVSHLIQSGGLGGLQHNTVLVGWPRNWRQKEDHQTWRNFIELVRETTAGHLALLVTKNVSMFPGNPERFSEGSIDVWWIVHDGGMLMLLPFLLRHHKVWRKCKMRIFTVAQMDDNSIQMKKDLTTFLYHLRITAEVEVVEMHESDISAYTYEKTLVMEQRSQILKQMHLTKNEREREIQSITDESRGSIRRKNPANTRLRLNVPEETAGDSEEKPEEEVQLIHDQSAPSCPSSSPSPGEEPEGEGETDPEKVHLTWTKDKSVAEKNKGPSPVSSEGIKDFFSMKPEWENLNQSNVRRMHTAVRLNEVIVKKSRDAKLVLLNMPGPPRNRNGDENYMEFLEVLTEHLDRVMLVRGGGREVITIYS
An asterisk follows results filed as active; . = not tested or not shown; [ ] = another dose, or the depositor's remark. Hits appear at their usual frequency, and some 3.6% of all compounds hit somewhere here.

SMILES	PPC-1+TRAIL kill	Tb hexokinase	TRPML3 agonist	Furin inhibitor	thrombin 1536	m-calpain inh	EBV gp42 inh	zfTRPN1 agonist	Cl transport mod
c1ccc(-n2cc(CN3CCC(N4CCOCC4)CC3)c(-c3ccc4c(c3)OCO4)n2)cc1	3	-2	1.3	-16	-5	-44	5	0.3	-0.2
COc1ccc(-c2[nH]ncc2CNCCn2cccn2)c(F)c1	-6	-8	1.3	-36	3	-34	-7	-0.5	.
CC(C)(C#CCN1CCCC1)OCCC#N	8	2	-0.6	-20	2	-55	-27	0.6	.
COc1cccc(S(=O)(=O)N2CCOCC2)c1	-8	-4	0.1	-5[20 µM]	-4	-14	-20	0.2	1.4
COc1ccc(CNC(=O)CN=C2NC(=O)C(c3ccccc3)(c3ccccc3)N2)cc1	-8	-1	0.2	-16	-7	4	7	-0.4	-0.49
CCO/N=C/c1ccc(OC)c(Oc2nc(OC)cc(OC)n2)c1	7	-4	-0.8	-14	-7	-20	-13	-2.6	0.0016
Cn1c(N)c(C(=O)COC(=O)C2(c3ccc(Cl)cc3)CCCC2)c(=O)n(C)c1=O	17	-2	1.4	-20[20 µM]	-6	17	-8	0.6	0.04
CCOc1cc(C=O)cc(Br)c1OCC(N)=O	1	-2	0.8	-15	-7	-1	-5	0.0	-1.1
O=C1c2ccccc2S(=O)(=O)N1CC1CC(c2ccccc2)=NO1 (stereo not drawn)	7	2	0.1	-5	0	29	-6	2.7	.
CN(C(=O)COc1ccc(Cl)cc1Cl)c1nnc(C23CC4CC(CC(C4)C2)C3)s1	-15	-7	1.2	-3	2	-25	4	0.3	0.64
COc1ccc(CNC(=O)CN(CCC(C)C)S(=O)(=O)c2ccc3c(c2)OCCO3)cc1	-14	0	-0.9	2	-7	33	-6	-2.3	-1.7
Cc1ccc(OCc2nnc(NC(=O)OCC(C)C)s2)c(C)c1	6	10	0.6	-14[20 µM]	1	-28	-15	-2.6	.
O=C(NNC(=O)c1cnccc1C(F)(F)F)c1cccc(Cl)c1	8	-1	1.1	-9	-4	4	0	-0.6	0.0054
O=C(COC(=O)Cc1ccc(Cl)cc1)Nc1ccc(OC(F)F)cc1	10	5	-1.1	5	-13	-2	-6	-0.4	-0.04
COc1ccccc1/C=C(/C(=O)OCC(=O)Nc1ccc(N(C)C)cc1)c1ccccc1	0	-1	0.2	-5	-1	-20	-11	-1.4	0.099
O=C(CCCCl)NC(=S)Nc1ccc(N2CCOCC2)cc1	-1	-14	0.5	-14	0	4	-14	-0.4	2.1
Nc1nnnn1/N=C/c1ccc(O)cc1	-18	-50	1.1	-5[20 µM]	-1	-31	6	0.6	0.76
Brc1c(CSc2nncc3ccccc23)nc2ccccn12	-6	-3	0.5	-21	-4	2	-7	-0.4	-4
O=C(NC1CC2CCC(C1)N2Cc1nnnn1Cc1ccco1)NC12CC3CC(CC(C3)C1)C2 (stereo not drawn)	14	0	0.7	-16	-8	-5	-8	0.3	-0.1
CCN1CCN(c2ccc(NC(=O)c3cccnc3)cc2Cl)CC1	5	-2	0.7	-19	2	-42	-13	1.5	-0.27
COc1cc2[nH]c(=O)n(CCCCCC(=O)NCCCN3CCC(C)CC3)c(=O)c2cc1OC	0	-6	0.0	-15[20 µM]	1	-9	-15	2.9	1
COC(=O)c1c(NC(=O)c2ccc(C)cc2)sc(Cc2ccccc2)c1C	8	-12	1.0	-30	2	-126	-1	1.9	.
O=C1CSCC(=O)N1c1ccccc1	39	1	1.1	-4[20 µM]	-6	-14	-7	1.4	-2.1
O=C(CCN1CCC(c2ccc(Cl)s2)=N1)c1ccc(Cl)s1	2	-9	0.7	-7	-5	-11	-15	2.9	.

Molecules from the list above that contain fluorine, in the order listed:
SMILES	PPC-1+TRAIL kill	Tb hexokinase	TRPML3 agonist	Furin inhibitor	thrombin 1536	m-calpain inh	EBV gp42 inh	zfTRPN1 agonist	Cl transport mod
COc1ccc(-c2[nH]ncc2CNCCn2cccn2)c(F)c1	-6	-8	1.3	-36	3	-34	-7	-0.5	.
O=C(NNC(=O)c1cnccc1C(F)(F)F)c1cccc(Cl)c1	8	-1	1.1	-9	-4	4	0	-0.6	0.0054
O=C(COC(=O)Cc1ccc(Cl)cc1)Nc1ccc(OC(F)F)cc1	10	5	-1.1	5	-13	-2	-6	-0.4	-0.04

The listing continues:
SMILES	PPC-1+TRAIL kill	Tb hexokinase	TRPML3 agonist	Furin inhibitor	thrombin 1536	m-calpain inh	EBV gp42 inh	zfTRPN1 agonist	Cl transport mod
CCOC(=O)c1c(C)[nH]c(C)c1C(=O)COC(=O)[C@@H]1CCCN1S(=O)(=O)c1ccc(Cl)cc1	9	-9	-0.7	-14[20 µM]	3	7	-13	-0.4	-0.18
CN(C)c1ccc(CN(C)C2CCCCC2)cc1	22	-7	0.2	-16[20 µM]	-3	-24	-19	1.2	1.1
Cc1occc1C(=O)Nc1cccc(C(=O)O)c1	2	-2	0.0	-12[20 µM]	-1	-9	-4	0.4	0.63
COc1ccccc1N1CCN(C(=O)c2c(-c3c(Cl)cccc3Cl)noc2C)CC1	7	-3	0.4	-20[20 µM]	-3	7	-21	1.6	-0.0045
CC1Oc2ccccc2N(CC(=O)NCc2cccs2)C1=O (stereo not drawn)	14	1	-0.1	-5	1	38	-3	0.1	0.52
Cc1ccccc1OCc1nc(-c2ccc(Br)o2)no1	9	-6	0.8	-23	-13	16	-17	-0.7	0.27
O=C(CCS(=O)(=O)c1cccc2nonc12)N1CCN(c2ccc(F)cc2)CC1	-17	-1	0.6	-14	-3	7	-16	3.7	-0.1
COC(=O)c1c(NC(=S)NC(=O)c2ccco2)sc2c1CCCC2	15	-2	0.8	-23	2	10	-7	0.9	3.6
O=C(NC(=S)Nc1ccc(CN2CCOCC2)cc1)c1ccc(-c2ccc(Br)cc2)o1	8	-51	0.6	2	-7	-16	1	2.7	5.3*
Cc1c(C(=O)N(C)C)sc2nc(-c3ccccn3)[nH]c(=O)c12	6	-45	0.7	-1[20 µM]	-4	-56	1	0.5	0.22
CCOc1cc(CNc2ccc(Br)cc2)cc(Br)c1OCC(=O)NC(C)(C)C	15	10	1.1	-5[20 µM]	-6	14	1	0.6	1.6
Cc1ccc2c(C)nc(Nc3nc(CSc4nnnn4-c4ccccc4)cc(=O)[nH]3)nc2c1	20	-6	0.9	-23	4	-17	1	-0.6	-2.4
COc1ccc(Nc2nnc(SCC3CCCO3)s2)cc1 (stereo not drawn)	19	-2	0.6	-13	-7	11	-3	0.2	-0.78
Cc1ccc(C2CCN(C(=S)NC(C)(C)C)C2)cc1 (stereo not drawn)	-2	-6	0.3	-19	-3	5	-9	-2.2	0.55
OCCC1CN(CC(c2ccccc2)c2ccccc2)CCN1C1CCCC1 (stereo not drawn)	16	5	0.4	-29	-5	-24	-12	-2.0	0.71
Cc1cc(=O)[nH]c(N/N=C2/CCCC/C2=C\c2ccccc2)n1	4	-11	0.4	-20	0	12	-10	-1.2	-0.2
Cc1ccc(C(=O)c2sc3nc4c(cc3c2N)CCC4)cc1	15	-7	-0.4	1	-3	-19	-9	1.0	0.84
CCOc1cc(/C=C2\SC(=S)N(C(C(=O)O)c3ccccc3)C2=O)ccc1O (stereo not drawn)	4	9	13*	-6	-8	44	-43	14	-1.6
O=C(N/N=C/C(Br)=C/c1ccccc1)c1cc(-c2ccco2)[nH]n1	-1	0	0.0	-21	1	-12	-12	0.3	0.35
CCC(C)NC(=O)C1CCN(S(=O)(=O)N2CCC3(CC2)OCCO3)CC1 (stereo not drawn)	19	11	0.7	0	1	7	2	2.0	-0.17
N#C/C(=C\c1ccco1)C(=O)Nc1cccc2ncccc12	-6	-68	1.9	5	-1	17	-16	-0.8	0.59
O=C1CCC(N2C(=O)c3ccccc3C2=O)C(=O)N1 (stereo not drawn)	10	-5	-0.6	-20	-15	-18	-6	0.7	0.37
COC(=O)c1ccc(C2/C(=C(/O)c3ccc(OC(C)C)cc3)C(=O)C(=O)N2c2cc(C)on2)cc1 (stereo not drawn)	15	-5	-0.8	-19[20 µM]	3	-49	-8	-0.5	1.2
COc1ccc([N+](=O)[O-])cc1N(CC(=O)NCCSc1ccc(C)cc1)S(C)(=O)=O	13	-19	0.5	-19	1	18	4	-0.3	.
Cc1ccc(-c2noc(C3CCN(C(=O)Nc4ccc(C#N)cc4)CC3)n2)o1	4	-9	4.3	-11	3	7	-3	4.8	.
COC(=O)CCc1nc2c(C#N)c(-c3ccc(Cl)cc3)ccn2n1	-8	-2	-0.2	-16	-10	18	-7	1.8	-0.41
O=C(Nc1ccc2c(c1)OCO2)C1CCN(C(=O)c2ccc([N+](=O)[O-])cc2)CC1	-6	-2	0.7	-30	-4	-17	-4	0.1	-0.33
CCN(c1ccccc1)S(=O)(=O)c1ccc(OC)c(OC)c1	6	-4	0.5	-7[20 µM]	4	-5	-8	1.3	0.1
CCOC(=O)c1ccc(NC(=S)N(Cc2cccnc2)Cc2ccco2)cc1	6	-4	0.5	-24	-5	-6	-2	1.0	-0.64
O=C(Cn1c(-c2ccccn2)nc2ccccc21)N/N=C/c1cccnc1	11	1	-0.5	1	13	3	-25	3.5	-1.6
Cc1cc(C)c(NC2=CC(=O)CC(C)(C)C2)c(C#N)c1	6	-3	1.2	-9[20 µM]	2	-16	-21	-0.7	.
O=C(c1ccc2c(=O)n3c(nc2c1)CCCCC3)N1CCN(Cc2ccccc2)CC1	4	-10	1.9	-16[20 µM]	-8	6	-6	1.4	.
O=C(c1cc(-c2ccncc2)nc2ccc(Cl)cc12)N1CCN(Cc2ccc3c(c2)OCO3)CC1	20	-9	1.3	-22	2	-61	-12	2.1	-0.31
CCc1nnc(NC(=O)c2c(OC)cccc2OC)s1	19	3	0.6	-17[20 µM]	1	14	1	-0.3	1.2
COc1ccc(OC)c2sc(NC(=O)CCSc3ccccc3)nc12	10	0	-0.6	-30	-7	-36	-1	0.4	.
CC(=O)NC(Cc1ccc(F)c(F)c1)C(=O)NC1CCN(c2nnnn2-c2ccccc2)CC1 (stereo not drawn)	20	-4	-0.3	-10	-7	-21	7	-0.4	-1.2
CC(=O)n1nc(-c2cccnc2)nc1N	5	1	-0.4	-5	35	5	-8	0.4	0.84
CCOc1cccc(C(=O)N2CCCCC2c2cccnc2)c1 (stereo not drawn)	26	0	1.5	-18[20 µM]	4	27	-9	-1.7	.
CC1CCN(CC(=O)Nc2ccc(Br)cc2[N+](=O)[O-])CC1	21	0	0.7	-12	-6	-16	10	-0.1	1.5
Cc1ccc(-n2c(SCC(=O)NCc3ccco3)nnc2-c2cccnc2)c(C)c1	.	1	-0.1	-14	7	-10	-24	-0.1	-0.34
Cc1ccc(C)c(N(C(=O)Cn2nnc3ccccc32)C(C(=O)NC(C)(C)C)c2ccsc2)c1 (stereo not drawn)	28	-5	0.7	-4[20 µM]	-3	3	-18	-1.4	-0.57
CCCn1c(SCC(=O)NCc2ccco2)nnc1C(C)C	18	2	-0.3	-23	-4	-2	-16	0.2	0.67
Nc1cc(Br)c(N)c(Br)c1	13	-1	1.1	-17	-3	-18	4	1.8	0.14

From PubChem BioAssay
